High-throughput results as filed in PubChem.
ADAM17 inh – ADAM17 inhibition, QFRET primary screen. P78536. recombinant ADAM17, EDANS/DABCYL FRET peptide cleavage. inhibition, % at 6.95 µM. hit rate 0.83% among 370,000;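 active means inhibition above the mean of compounds lying between control limits plus 3 SD, set per campaign, cut at about 8.5% in these data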;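 further: 0% = DMSO-only wells as the low control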
hgDAF12 agonist – agonists of H. glycines DAF-12 nuclear receptor | HEK293 GAL4-hgDAF12 UAS-luciferase reporter, agonist luminescence; normalized to butyrate control | hit rate 1.8% among 370,000 | activation, % at 6.8 µM;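 active means activation above a cutoff set at the mean of all screened compounds plus 3 SD, cut at about 10% in these data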;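 further: 0% = DMSO wells and 100% = sodium butyrate wells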
DAX1 inh-1 – inhibitors of human orphan nuclear receptor DAX1 (NR0B1); P51843; HEK293 Gal4-DAX1 luciferase reporter, luminescence; inhibition, % at 6.75 µM; hit rate 0.99% among 340,000; AID 504766;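 active means inhibition above the mean over all tested compounds plus 3 SD, cut at about 4.2% in these data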;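 further: 0% = DAX1-transfected cells with DMSO and 100% = empty-vector control cells with DMSO; inhibition shows as a rise in luminescence from relieved DAX1 repression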
Target sequence (P51843 207-470 limits assumed): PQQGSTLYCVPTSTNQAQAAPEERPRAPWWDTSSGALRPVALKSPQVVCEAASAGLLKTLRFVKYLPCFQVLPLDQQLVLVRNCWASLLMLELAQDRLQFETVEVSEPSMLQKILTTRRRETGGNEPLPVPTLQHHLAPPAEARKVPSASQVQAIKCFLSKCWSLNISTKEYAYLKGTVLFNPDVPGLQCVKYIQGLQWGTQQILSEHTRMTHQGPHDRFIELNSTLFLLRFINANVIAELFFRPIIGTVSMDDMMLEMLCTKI
ADAM10 inh – inhibitors of human ADAM10. O14672. recombinant ADAM10, EDANS/DABCYL FRET peptide cleavage, 3 h. inhibition, % at 7 µM. hit rate 0.62% among 370,000. AID 720582;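 active means inhibition above a per-campaign cutoff equal to the mean of compounds falling between control-based bounds plus 3 SD, cut at about 20% in these data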;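 further: 0% = DMSO wells while the 100% control is not disclosed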
Target sequence (O14672 214-748 limits assumed): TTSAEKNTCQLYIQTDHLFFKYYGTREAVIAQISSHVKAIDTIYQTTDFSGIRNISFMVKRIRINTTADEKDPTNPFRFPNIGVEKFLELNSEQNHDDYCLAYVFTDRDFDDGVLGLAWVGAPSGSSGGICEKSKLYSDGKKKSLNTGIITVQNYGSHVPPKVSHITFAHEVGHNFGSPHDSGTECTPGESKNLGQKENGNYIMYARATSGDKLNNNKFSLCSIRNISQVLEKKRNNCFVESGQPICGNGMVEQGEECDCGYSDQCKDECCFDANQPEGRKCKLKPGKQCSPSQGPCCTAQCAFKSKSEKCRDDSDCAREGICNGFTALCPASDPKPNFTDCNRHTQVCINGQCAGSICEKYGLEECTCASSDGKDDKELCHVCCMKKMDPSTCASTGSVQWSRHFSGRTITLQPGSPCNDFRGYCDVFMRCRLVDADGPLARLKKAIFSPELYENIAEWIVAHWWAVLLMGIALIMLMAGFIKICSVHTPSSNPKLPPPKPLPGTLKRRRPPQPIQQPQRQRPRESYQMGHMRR
ssDAF12 agonist – S. stercoralis DAF-12 activation, primary screen | HEK293 ssDAF-12/GRIP1 lit1-tk-luc reporter, luminescence; % of 3 µM dafachronic acid response | activation, % at 6.8 µM | hit rate 1% among 370,000 | AID 652126;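 active means activation above the mean over all tested compounds plus 3 SD, cut at about 0.9% in these data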;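 further: 0% = DMSO-only wells and 100% = 3 µM delta7-dafachronic acid wells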
NPR1 activator – GC-A (human) enzyme activation. activation, % at 10 µM. HEK293 GC-A cells, cGMP TR-FRET, EC30 ANP; 0% at EC30 ANP, 100% saturating ANP. hit rate 0.14% among 370,000; in the data active means activation above about 40%
SMARCA2 act – activators of SMARCA2 function; MG213 cells, MMTV-luciferase reporter, dexamethasone, overnight; activation, % at 9.1 µM; hit rate 1% among 370,000; AID 652017; in the data active means activation above about 7.8%;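 further: 0% = vehicle wells and 100% = reference activator wells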
PG9 Ab binder – binds the HIV-1 gp120 antibody PG9 | inhibition, % at 6.7 µM | hit rate 0.43% among 360,000 | TR-FRET gp120-PG9 antibody binding; in the data active means inhibition above about 8.5%
hcDAF12 agonist – activators of H. contortus DAF-12 nuclear receptor; activation, % at 6.8 µM; hit rate 1.4% among 370,000; HEK293 hcDAF-12 lit1-tk-luc reporter, luminescence; 0% DMSO, 100% Δ7-dafachronic acid;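 active means activation above the mean of all tested compounds plus 3 SD, cut at about 5.5% in these data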;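 further: 100% = response to 3 µM Δ7-dafachronic acid high control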
FXN GAA850 act – activators of GAA850 frataxin (FXN) promoter; hit rate 0.56% among 360,000; HEK293 lucGAA850 FXN promoter luciferase reporter, 24 h; percent of 10 µM SAHA response; activation, % at 6 µM; AID 540364;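 active means activation above the average of all compounds screened plus 3 SD, cutoff fixed separately per campaign, cut at about 7.5% in these data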;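 further: 0% = DMSO wells and 100% = 10 µM SAHA wells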
DAX1 inh-2 – inhibitors of DAX1 repression of SF-1 activated StAR promoter; HEK293T StAR-luciferase reporter, SF-1/DAX-1 repression relief; inhibition, % at 6.8 µM; hit rate 1.1% among 370,000; AID 652010;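 active means inhibition above the mean over all tested compounds plus 3 SD, cut at about 3.6% in these data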;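 further: 0% = DAX-1 cells with DMSO and 100% = cells lacking DAX-1 with DMSO; higher inhibition means more luminescence from relief of DAX-1 repression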
The depositor's hits bear a star; i = inactive; nt = no result given.

SMILES | ADAM17 inh | hgDAF12 agonist | DAX1 inh-1 | ADAM10 inh | ssDAF12 agonist | NPR1 activator | SMARCA2 act | PG9 Ab binder | hcDAF12 agonist | FXN GAA850 act | DAX1 inh-2
NC(=O)CC(NC(=O)c1cccc(Br)c1)c1ccc(NCCN2CCOCC2)c([N+](=O)[O-])c1 (configuration not stated) | 2.2 | 0.8 | nt | 8.6 | -1.2 | 1.9 | 0.8 | -2.6 | -0.9 | nt | -0.8
CC(C)Cc1ccc(CN2CCCC(NC(=O)CCN3CCCCC3=O)C2)cc1 (configuration not stated) | -0.1 | 1.6 | 0.4 | -2.0 | -1.3 | 2.3 | -0.5 | -1.1 | -0.7 | -1.4 | 0.0
CCN(CC(=O)NC1CCS(=O)(=O)C1)S(=O)(=O)c1cccc(C(C)=O)c1 (configuration not stated) | -0.7 | -0.5 | -0.3 | 0.0 | -1.7 | 2.3 | -1.0 | -0.1 | -0.2 | 0.1 | -0.2
COc1ccc(S(=O)(=O)NCC(c2ccc3c(c2)OCO3)N2CCN(c3ccccc3)CC2)cc1 (configuration not stated) | -3.8 | -1.1 | -1.0 | -5.1 | -1.0 | -8.7 | -2.1 | 2.3 | -0.2 | 0.0 | 0.2
COC(=O)c1sc2ccccc2c1NC(=O)c1cccs1 | 1.8 | -1.6 | -0.1 | 0.7 | -1.8 | 0.7 | -1.7 | 1.0 | -3.0 | 0.6 | -0.5
CC1CCN(CC(=O)n2c3c(c4ccccc42)CCCC3)CC1 | -3.2 | -0.9 | -1.0 | -9.5 | -0.8 | 0.7 | 0.4 | -1.8 | 2.9 | 0.8 | 0.1
Cc1cc2c(cc1S(=O)(=O)N1CCN(c3ccccc3F)CC1)OCC(=O)N2 | -0.9 | 0.1 | 0.1 | -13.1 | -0.8 | -0.8 | -3.0 | -0.2 | -0.9 | 1.7 | -0.5
COc1cc(C(=O)NCCOc2ccc(F)cc2)c(Br)c(OC)c1OC | 0.6 | -2.8 | -1.2 | -3.2 | -1.8 | 1.4 | 1.7 | -4.4 | -1.1 | 0.5 | -0.2
CCOC(=O)C1=C(C)N=c2s/c(=C/c3ccc(OCC(=O)O)c(OC)c3)c(=O)n2C1c1ccc(Cl)cc1 (configuration not stated) | -2.5 | 0.7 | -0.1 | -10.3 | -1.3 | -1.7 | -2.1 | -0.1 | -1.0 | 2.6 | 0.6
COc1cc(C)ccc1OCc1cc(C(=O)NCCN2CCCC(O)C2)no1 (configuration not stated) | 5.3 | 0.3 | 2.9 | -8.4 | -0.7 | 2.0 | -1.7 | 1.1 | 1.6 | 0.1 | 1.7
COc1ccc(S(=O)(=O)N2CCN(C(=S)NCCc3ccccc3)CC2)cc1 | 1.1 | -1.3 | 0.2 | 6.4 | -1.7 | 0.6 | 2.1 | -2.1 | -2.3 | -2.3 | -0.2
Cc1ccc(S(=O)(=O)Nc2cccc(NC(=O)CN3CCCCC3)c2)cc1 | 2.4 | -2.3 | -2.0 | 7.1 | -0.8 | 10.1 | -2.6 | -2.0 | -3.0 | 0.1 | 0.1
CC1=CC(C)(C)N(S(=O)(=O)c2ccc(C)cc2)c2ccc(C)cc21 | 3.0 | -1.5 | -1.4 | 4.5 | -1.0 | -7.8 | -1.2 | -1.7 | -0.9 | 2.8 | -0.1
Cc1cc2ccccc2c(=O)n1CC(=O)NC1CCCCCC1 | -8.5 | -1.7 | -1.7 | -12.4 | -0.8 | -1.1 | -2.3 | 1.2 | 0.2 | 2.3 | 0.0
Cc1cc(=O)oc2c(C)c(OC(C)C(=O)NCC(O)c3ccccc3)ccc12 (configuration not stated) | -37.5 | -1.0 | -0.7 | -140.1 | -1.0 | -1.0 | 0.3 | -0.9 | 0.2 | 0.0 | 0.6
COc1ccc(CNC(=O)c2oc3ccc(S(=O)(=O)N4CCOCC4)cc3c2C)cc1 | 3.2 | -2.5 | -1.6 | -9.4 | -1.1 | -1.9 | -2.6 | -2.8 | -1.3 | 0.8 | -0.5
Cc1ccccc1OCC(O)CN(Cc1ccccc1O)C1CCCCC1 (configuration not stated) | 0.9 | -0.6 | 1.3 | 8.7 | -0.7 | -6.8 | -2.8 | 0.1 | 0.3 | -3.5 | 0.5
Cc1ccccc1OCc1nc2ccccc2[nH]1 | 2.8 | 19.1* | 2.3 | 1.0 | -0.1 | -7.2 | 8.9* | -3.1 | 1.7 | 5.1 | 3.6
CC1(C)CC(C(CC(=O)Nc2nccs2)c2ccccc2)CCO1 (configuration not stated) | 0.1 | 0.0 | -0.1 | 11.8 | -1.5 | -14.7 | -0.9 | -1.4 | -2.0 | -3.2 | -0.6
O=C(CCCc1ccccc1)NCc1ccccc1 | -1.1 | 2.9 | nt | -1.4 | -1.0 | -4.2 | 8.3* | -0.9 | 0.6 | nt | 0.6
CCOC(=O)c1c(NC(=O)/C=C/c2ccc(C)o2)sc(C)c1C | -0.2 | 6.6 | 0.0 | -3.4 | -1.2 | -1.5 | 4.2 | -1.1 | -2.4 | 0.2 | -0.5
O=[N+]([O-])c1ccc2nc(NS(=O)(=O)c3ccc(Cl)cc3)sc2c1 | 1.7 | 0.0 | -0.2 | -6.4 | -1.0 | 1.1 | -2.1 | 1.9 | 2.2 | 1.3 | 0.1
CC(C)=CCOc1ccc2ccc(=O)oc2c1 | -187.4 | 1.5 | 0.0 | i | -0.8 | 2.1 | 0.1 | -0.8 | 1.2 | 3.1 | -0.2
O=C(NCc1ccc(Cl)cc1)c1cc(-c2ccco2)on1 | -2.1 | 0.1 | 0.4 | -0.1 | -1.1 | -0.1 | -5.0 | 2.8 | -1.6 | 4.2 | -0.5
COc1ccccc1C(=O)Nc1ccnn1C1CCN(C(C)CSC)CC1 (configuration not stated) | -3.9 | 2.9 | 0.7 | 3.6 | -0.5 | -1.7 | -1.3 | -1.1 | 0.3 | 0.8 | 3.1

Remaining list, next part
SMILES | ADAM17 inh | hgDAF12 agonist | DAX1 inh-1 | ADAM10 inh | ssDAF12 agonist | NPR1 activator | SMARCA2 act | PG9 Ab binder | hcDAF12 agonist | FXN GAA850 act | DAX1 inh-2
Cc1cccc(NC(=O)c2ccccc2NC(=O)CCC(=O)O)c1 | -1.7 | -0.3 | 1.2 | -10.7 | -0.9 | 2.0 | -1.3 | -1.0 | -1.3 | 3.5 | -1.2
Cc1nnc(SCc2ccc([N+](=O)[O-])cc2)o1 | -1.4 | -2.9 | 0.1 | -0.8 | -1.2 | -0.1 | -3.2 | -1.1 | -0.7 | 0.8 | -0.1
Cc1nc(CS(=O)(=O)c2ccccc2)cc(Sc2ccc(Cl)cc2)n1 | -2.0 | 3.4 | -0.5 | 5.3 | -1.3 | 2.3 | 3.2 | 0.5 | -1.8 | 4.3 | -0.4
Cc1cccc(C)c1NC(=O)C1(C)CCC(=O)N1C1CCN(Cc2ccccc2)CC1 (configuration not stated) | -2.3 | 1.7 | nt | -3.5 | -0.7 | 0.1 | -0.3 | -0.2 | 1.5 | nt | -0.5
C=CCn1c(/N=C/c2ccc(N(C)C)cc2)nc2ccccc21 | 0.4 | -0.2 | -0.3 | 10.9 | -1.3 | -0.9 | 3.4 | -2.4 | 0.8 | 0.6 | 0.7
O=C(O)c1cccc(NC(=O)C2C3C=CC(C3)C2C(=O)O)c1 (configuration not stated) | -6.4 | 1.4 | -0.3 | -10.2 | -0.7 | 1.3 | 1.8 | 1.5 | -1.4 | -0.5 | 0.2
O=C(N1CCN(Cc2ccccc2)CC1)C12CC3CC(CC(C3)C1)C2 | -5.8 | 1.3 | -0.3 | -3.5 | -1.4 | 8.2 | -1.8 | 0.0 | -0.1 | 4.0 | 0.1
CCCN1C(=O)SC(CC(=O)Nc2ccccc2)C1=O (configuration not stated) | -4.1 | 3.3 | 0.5 | 2.6 | -1.2 | 2.8 | -1.3 | 0.7 | -0.7 | -3.2 | 0.2
CC(=O)c1ccc(NC(=O)CSc2nnc(-c3ccco3)c(-c3ccco3)n2)cc1 | -0.6 | 1.2 | 0.2 | -5.8 | -1.4 | -3.2 | -2.0 | -1.0 | -0.9 | 3.5 | -0.3
CC(C)(CC(=O)N1CCN(c2ccc(Cl)cc2)CC1)CC1=NS(=O)(=O)c2ccccc2N1 | 5.8 | -5.4 | -3.6 | 11.2 | -2.0 | -0.4 | -2.9 | -1.8 | -3.9 | 0.3 | -1.9
Cc1c(NC(=O)C(C)OC(=O)c2ccc([N+](=O)[O-])s2)c(=O)n(-c2ccccc2)n1C (configuration not stated) | -5.2 | -2.5 | 0.1 | -2.3 | -0.7 | -0.5 | -1.2 | 2.1 | -2.1 | -1.4 | -0.5
O=C(Nc1ccccc1Cl)c1ccc2nccnc2c1 | -1.6 | 7.6 | 0.7 | -8.1 | -0.5 | 2.5 | 4.4 | -1.1 | 1.6 | 2.4 | 0.7
CCOC(=O)COc1cnc2ccccc2n1 | -22.3 | -3.5 | 0.6 | -57.9 | -0.2 | 3.2 | 0.3 | -0.3 | -1.9 | 0.6 | -0.5
CCOC(=O)COc1ccc(/C=C/[N+](=O)[O-])c(OCC(=O)OCC)c1 | 9.1* | 0.3 | 0.4 | 9.3 | -1.3 | 8.8 | 2.5 | -0.5 | -0.8 | 2.1 | 0.2
Cc1cccc(NC(=O)CN(CCc2ccccc2)S(C)(=O)=O)c1 | 7.3 | -2.6 | -0.5 | 16.4 | -0.8 | 0.0 | -2.4 | -1.0 | -1.1 | 0.3 | -0.3
O=C(NCc1ccccn1)C1C2C=CC(C2)C1C(=O)Nc1ccc(F)cc1 (configuration not stated) | -7.0 | 1.0 | -1.2 | 2.6 | -1.2 | 4.6 | -0.5 | 1.8 | -1.9 | -0.1 | -0.3
CN1CCc2c(sc(/N=C/c3cc(C(C)(C)C)ccc3O)c2C#N)C1 | -10.2 | -2.8 | -0.2 | -26.8 | -1.0 | 1.2 | 0.0 | -0.8 | -2.0 | 0.8 | 0.7
O=C(COC(=O)Cn1cnc2ccccc2c1=O)NCCC1=CCCCC1 | -3.1 | 3.5 | -1.6 | -22.5 | -1.0 | 0.9 | 2.4 | -0.5 | 1.5 | 1.4 | 0.3
Cc1ccccc1S(=O)(=O)N1C[C@H]2CON(C)[C@H]2C[C@H]1c1cccc(-c2ccccc2)c1 | 2.8 | -1.4 | -0.3 | 6.7 | -0.7 | -5.6 | -3.8 | 1.5 | 0.5 | -0.1 | -0.6
CCOC(=O)c1c(NC(=S)SC)sc(C(=O)N2CCc3ccccc3C2)c1C | -2.2 | 1.4 | 0.9 | -4.0 | -0.6 | -0.9 | -2.6 | -0.8 | -0.4 | -0.3 | 0.7
Cc1sc2ncnc(N3CCC(C(=O)N(C)CC(=O)Nc4ccccc4Br)CC3)c2c1C | -4.9 | -5.7 | -1.4 | 1.5 | -2.2 | 0.1 | -1.3 | -1.7 | -4.4 | 1.1 | -5.4
Cc1ccc(C)c(SCC(=O)OCC(=O)NCc2ccccc2)c1 | 0.0 | -3.0 | 1.0 | 0.6 | -0.4 | -2.6 | 2.8 | -1.2 | -1.6 | 3.1 | -0.2
COc1ccccc1NC(=O)C(C/C=C(/C)Cl)C(C)=O (configuration not stated) | 0.9 | -1.9 | 0.6 | -0.6 | -1.2 | -2.8 | 0.1 | -1.3 | -1.8 | -1.1 | -0.4
